Screens (PubChem)
HTT ATP protect = cytoprotection in Huntington HTT-Q103 PC12 cell model; Potency, µM (series often up to 56.4 µM), inactives show cytoprotection (ATP increase), usual class: activators; 230,000 compounds, 0.14% hits; PC12 HTT-Q103 induced, cytoprotection, ATP luminescence, 40 h;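 note: potency is the fitted concentration of half-maximal effect; % of control where 0% means no effect; nearly all actives have a fitted effect of over 45% in size; toxic huntingtin expression switched on by the ecdysone agonist tebufenozide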
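PC12 cells stably carrying ecdysone-inducible Htt exon 1 (Q103)–GFP were induced with 100 nM tebufenozide (final) alongside library compounds in a dose series. Cytoprotection was scored as retained ATP by ATPlite luminescence.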
SMN2 splice up = increases expression of the SMN2 splice variant | HEK293 SMN2-luciferase splicing reporter, luminescence, 30-36 h | Potency, µM (top dose mostly 46.1 µM), inactives show at the highest dose activity change, positive = activation, hits mostly activators | 210,000 compounds, 2.8% hits | AID 1458; note: potency is the fitted concentration of half-maximal effect; % of control where 0% means no effect; nearly all actives have a fitted effect of over 55% in size
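HEK293 cells carry an SMN2 […]–luciferase reporter in which exon 7 inclusion puts luciferase in frame. Cells were plated 10-12 h before compound addition, then incubated 30-36 h at 37C. ONE-Glo luminescence was read; sodium butyrate at 4.5 mM final served as control.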
HTT aggregate = reduces HttQ103-GFP aggregates in PC12 cells | PC12 HttQ103-GFP aggregates, Acumen cytometry, 40 h | Potency, µM (titrated, usually from 46.1 µM), for inactives: top-dose activity change, negative = inhibition, most hits filed as inhibitors | 220,000 compounds, 1.1% hits | AID 1688; note: potency is the fitted concentration of half-maximal effect; % is set by controls: 0 for no effect and ±100 for the full control effect; nearly all actives have a fitted effect of over 60% in size
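Huntingtin Q103 exon 1–GFP aggregates in induced PC12 cells (100 nM tebufenozide) were quantified by cytometry from lysates, with compounds dosed in titration.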
IMPase Li cell = IMPase inhibition in cells with lithium potentiation | CHO-M1 cells, IP1 TR-FRET (IP-One), carbachol + lithium | Potency, µM (titrated, usually from 59.4 µM), without a hit: top-dose activity, negative = IMPase inhibition, usual class: inhibitors | 210,000 compounds, 0.35% hits | AID 1457;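 note: IP1 builds up when IMPase is blocked and the TR-FRET signal falls; potency is the fitted concentration of half-maximal effect; plate controls were basal vehicle for no effect and high inhibitor control for full effect; nearly all actives have a fitted effect of over 50% in size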
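CHO-M1, 2000 cells/well, 16–30 h culture; cpd + low Li+, 30 min 37C; lysis with d2-IP1/Eu-anti-IP1 Ab, 10 min RT; TR-FRET 665/620 ratio and 620 channel; AC50 via Hill.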
CBFb RUNX1 block = inhibitors of human CBF-beta and RUNX1 interaction | Potency, µM (highest dose often 59.8 µM), for the others: at the top dose activity, negative = inhibition, hits mostly inhibitors | 230,000 tested, under 10 active | AID 1477 | Q01196+Q13951 | AlphaScreen CBFb-His/RUNX1-biotin binding, biochemical; note: % of control where 0% means no effect
Target sequence (Q01196 whole entry, looked up): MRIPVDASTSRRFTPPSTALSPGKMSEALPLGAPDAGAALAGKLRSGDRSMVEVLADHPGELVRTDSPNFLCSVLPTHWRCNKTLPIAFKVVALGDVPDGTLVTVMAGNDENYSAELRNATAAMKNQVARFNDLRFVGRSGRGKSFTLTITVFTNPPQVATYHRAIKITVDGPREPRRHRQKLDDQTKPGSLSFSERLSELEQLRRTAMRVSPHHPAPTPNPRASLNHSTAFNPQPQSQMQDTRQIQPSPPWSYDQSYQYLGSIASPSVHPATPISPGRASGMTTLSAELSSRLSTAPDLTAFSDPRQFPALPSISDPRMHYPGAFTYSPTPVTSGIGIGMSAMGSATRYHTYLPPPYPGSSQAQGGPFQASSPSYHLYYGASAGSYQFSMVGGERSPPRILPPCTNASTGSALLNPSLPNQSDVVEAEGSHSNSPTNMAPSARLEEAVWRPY
Target sequence (Q13951 whole entry, looked up): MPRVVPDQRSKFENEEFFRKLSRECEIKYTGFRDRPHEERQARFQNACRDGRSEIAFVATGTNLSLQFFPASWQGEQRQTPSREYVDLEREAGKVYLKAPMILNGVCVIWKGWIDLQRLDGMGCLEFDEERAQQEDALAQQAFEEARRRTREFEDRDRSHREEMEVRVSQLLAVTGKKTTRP
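Read-out: AlphaScreen. Format: His-CBF-beta with biotinylated RUNX1 (30 nM each) preincubated 20 min, compound 15 min, Ni-chelate plus streptavidin beads 90 min; room temperature throughout.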
Lamin A splicing = changes lamin A minigene splicing in HeLa cells; HeLa LMNA splicing GFP/RFP minigene ratio, 48 h; 200,000 compounds, 0.01% hits; Potency, µM (top dose mostly 46.1 µM), for the others: top-dose ratio change, negative = inhibition, most hits filed as inhibitors; active = well fitted inhibition curve with a large enough effect in the signal ratio, with a control signal flat, not every such curve was filed as active; inconclusive = small, poorly fitted or top-dose-only effect, or effect the other way, or a change in a side signal; the % refers to the signal ratio; note: potency is the fitted concentration of half-maximal effect; % is set by controls: 0 for no effect and ±100 for the full control effect
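Read-out is the ratio of GFP to DsRed2 object intensity, acquired by 488 nm laser-scanning cytometry on HeLa lamin A-EGFP minigene reporter cells. Compound incubation 48 hrs at 37 °C in Opti-MEM with 2% FBS; DMSO 0.5% final.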
Luc counter = blocks Kinase-Glo luciferase, a counter-screen artifact; Kinase-Glo luciferase, ATP luminescence, 8 min; Potency, µM (top dose mostly 38.3 µM), for the others: at the top dose activity change, negative = inhibition, hits mostly inhibitors; Q27757; 200,000 compounds, 0.28% hits; note: potency is the fitted concentration of half-maximal effect; % is set by controls: 0 for no effect and ±100 for the full control effect; nearly all actives have a fitted effect of over 60% in size
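Kinase-Glo luciferase light output from ATP and luciferin was measured with 10 uM ATP, within the enzyme's linear range. Buffer: 50 mM imidazole pH 7.2, 50 mM KCl, 7 mM MgCl2, 0.01% Tween 20, 0.05% BSA; luminescence read after 8 min at ambient temperature.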
The depositor's hits bear a star; ? = inconclusive; nt = no result given; & = joins results of further samples; [ ] = remark or other dose. Unless noted, calls come from the whole dose curve; as a rule, active = well fitted curve in the direction sought with a large enough effect; inconclusive = small, poorly fitted or top-dose-only effect, or another doubt; inactive = no such curve, though single readings can be large; an effect the other way counts as inactive or inconclusive.

canonical_smiles	SMN2 splice up	IMPase Li cell	HTT aggregate	HTT ATP protect	Lamin A splicing	CBFb RUNX1 block	Luc counter
CC(C)OCCCNC(=O)CCN1C(=O)COc2ccccc21	1%	2%[38.3 µM]	-9%	-17%	1%	3%	1%
CC(C)[C@H](NC(=O)NC1CCCc2ccccc21)C(=O)O (stereo not given in full)	nt	nt	12%	-23%	0%	5%	nt
O=C(CCSc1ccc(Cl)c(Cl)c1)NC12CC3CC(CC(C3)C1)C2	-16%	12%[38.3 µM]	?	-80%[inhibitor]	9%	15%	4%
NC(=O)COc1ccc(/C=N/NS(=O)(=O)c2ccccc2)cc1	5%	-4%	8%[9.22 µM]	-6%	nt	-3%	0%
CC(C(=O)Nc1ccc(C#N)cc1)N(C)CC(=O)Nc1ccccc1Br (stereo not given)	-30%	7%	-7%	-7%[10 µM]	?	-8%	5%
CCOc1ccccc1CNc1ccc(O)cc1	3%	9%	-7%[9.22 µM]	-6%[1.9 µM]	nt	?	0%
COC(=O)c1ccc(NC(=S)NCCc2ccccc2)cc1	-19%	6%	-7%	24%[10 µM]	?	5%	4%
O=C(CCCN1CCC(O)(c2ccc(Cl)cc2)CC1)c1ccc(F)cc1	-15%	27%&6%&18%&26%&10%&5%	-16%&-12%	-34%[inhibitor]	?	7%	2%
COc1ccccc1-n1cnnc1SCC(=O)Nc1ncc(Cl)cc1Cl	-27%	-4%[38.3 µM]	-9%	1%	-6%	0%	-6%
CCOC(=O)c1c(N)nn(C(C)=O)c1-c1ccccc1	-14%	10%[38.3 µM]	-21%	-15%	11%	2%	1%
CCOc1ccccc1-c1nc(-c2ccc(C)nc2OC)no1	?	2%[38.3 µM]	3%	-15%	?	14%	-2%
COc1ccccc1OCC(O)Cn1nc(C)cc1C (stereo not given)	3%	-6%[38.3 µM]	28%	-7%	13%	-2%	-4%
Cc1ccc2c(c1)c1c(n2CC(O)CNC2CCCC2)CCCC1 (stereo not given)	nt	nt	-2%[9.22 µM]	-4%[10 µM]	nt	-4%	nt
O=C(COc1ccc(/C=N/NC(=O)c2cc3ccccc3o2)cc1Cl)Nc1ccccc1	-50%[inhibitor]	2%	-9%	-11%[10 µM]	-2%	6%	5%
CC1(C(=O)Oc2ccccc2)Cc2ccccc2C(=O)O1 (stereo not given)	4%	-1%	2%	10%	nt	-21%	-2%
CCOc1cc(C(=O)OCC(=O)c2c(N)n(C)c(=O)n(C)c2=O)cc(OCC)c1OCC	7%	24%[38.3 µM]	-2%	-2%	3%	0%	-1%
C1CCCC(N2CCNCC2)CC1	10%	1%	-19%	1%[10 µM]	-9%	17%	-2%
CCC(C)Oc1nc2ccccc2nc1NS(=O)(=O)c1ccccc1 (stereo not given)	2%	-16%[38.3 µM]	-21%	18%	-4%	16%	1%
Cc1nc(-c2ccccn2)sc1C(=O)Nc1ccc(F)cc1F	8%	0%[38.3 µM]	8%	-16%	10%	1%	-3%
CCOC(=O)c1cc2c(=O)n3ccccc3nc2n(CC2CCCO2)c1=NC(C)=O (stereo not given)	-20%	-11%[38.3 µM]	13%	-11%	-9%	-5%	0%
C=CCN(c1ccccc1)S(=O)(=O)c1ccc(Cl)c(C(=O)OCC(=O)c2[nH]c(C)c(C(C)=O)c2C)c1	-13%	6%	-14%	12%[10 µM]	?	3%	2%
C=CCn1c(SCCN2CCOCC2)nc2c1c(=O)[nH]c(=O)n2C	8%	-2%	-12%	3%[10 µM]	-19%	10%	1%
Cc1nc2c(-c3ccc(F)cc3)cnn2c2c1CCC2	12%	18%	-7%	-46%[inhibitor]	nt	23%	6%
COc1ccc(-c2cn3cccnc3n2)cc1NC(=O)C1CC1	-6%	1%[38.3 µM]	-2%	-4%	3%	2%	-6%
CCOc1ccc(NC(C)=O)cc1N	15%	9%	nt	-13%	nt	20%[21.7 µM]	nt

(more compounds)
canonical_smiles	SMN2 splice up	IMPase Li cell	HTT aggregate	HTT ATP protect	Lamin A splicing	CBFb RUNX1 block	Luc counter
CSc1ccccc1C(=O)NCCSC(C)(C)C	-4%	11%[38.3 µM]	-8%	-19%[0.074 µM]	-3%	-1%	-1%
CCCN(CC1CC1)C(=S)NC(=O)c1ccc(S(=O)(=O)N2CCOCC2)cc1	-4%	14%	-16%	-22%	?	4%	-1%
O=C(NCC1CC1)c1onc(CSc2ccncc2)c1C(=O)NCC1CC1	nt	nt	-8%[9.22 µM]	9%[10 µM]	nt	10%	nt
COc1cc(C2C=C(c3cccs3)Nc3ncnn32)cc(OC)c1OC (stereo not given)	-28%	-21%	-15%	-73%[inhibitor][10 µM]	?	-6%	3%
COc1ccc2ccccc2c1C1CC(=O)N2CN(Cc3ccco3)CSC2=C1C#N (stereo not given)	26%	7%[38.3 µM]	15%	-14%	?	-15%	-3%
Cc1ccc(NC(=O)c2ccccc2NS(=O)(=O)c2ccc(Cl)s2)cc1	-61%[inhibitor]	9%	3.2µM*	-39%[10 µM]	?	-3%	0%
COc1cc(N)c(Cc2nccc3cc(OC)c(OC)cc23)cc1OC	-43%[inhibitor]	13%	5%[9.22 µM]	16%[10 µM]	-12%[46 µM]	-28%	5%
O=C(Nn1c(-c2ccncc2)nc2ccccc2c1=O)c1ccc([N+](=O)[O-])cc1Cl	0%	10%	2%	1%	0%[46 µM]	0%	-1%
CC(=O)N1c2ccc([N+](=O)[O-])cc2NC(=O)CC1C (stereo not given)	-16%	-3%	5%	-8%[10 µM]	-2%	9%	0%
CN1CCN(C(=O)C2=C[C@@H](C3CC3)C[C@@H](OCc3ccc(CO)cc3)O2)CC1	nt	0%	-6%[9.22 µM]	16%[10 µM]	nt	6%	nt
CCOC(=O)C1CCCN(C(=O)c2cn(CC(C)C)c(=O)c3cc(OC)c(OC)cc23)C1 (stereo not given)	12%	4%	31%	7%[10 µM]	-6%	2%	-1%
CCOc1ccc(CN2CCN(C(=O)c3cccc(F)c3)CC2)cc1	-104%[inhibitor]	7%	-8%	34%[1.9 µM]	?	9%	5%
Cc1oc(-c2cccc(C(F)(F)F)c2)nc1CN1CCN(c2ccccn2)CC1	nt	12%	1%[9.22 µM]	10%[10 µM]	nt	-1%	-1%
CCC(=O)Nc1ccc(NC(=O)c2ccccc2Cl)nc1	?	19%[38.3 µM]	-14%	-7%	5%	6%	-1%
Nn1c(SCC(=O)N2CCN(S(=O)(=O)c3ccccc3)CC2)nnc1-c1cccs1	-7%	0%[38.3 µM]	1%	2%	12%	8%	-4%
CCOC(=O)C(CC)Sc1ncnc2c1nnn2-c1ccc(F)cc1 (stereo not given)	-8%	3%[38.3 µM]	5%	-12%	0%	-2%	-7%
CC(NC(=O)C1CCCCC1)C(c1cccs1)N1CCOCC1 (stereo not given)	nt	nt	23%[9.22 µM]	?	nt	-1%	nt
O=c1[nH][nH]c(=S)n1-c1ccccc1C(F)(F)F	nt	nt	4%[9.22 µM]	25%[10 µM]	nt	1%	nt
CNC(=O)c1[nH]cnc1C(=O)Nc1ccccn1	23%	-4%	nt	nt	nt	1%	-6%
O=C(CNS(=O)(=O)c1ccccc1)NCC(=O)OCc1ccc(Cl)cc1	nt	nt	-17%[9.22 µM]	34%[10 µM]	nt	1%	nt
Cc1cc(C)n(-c2nc3c(c(=O)[nH]c(=O)n3C)n2CC(C)C)n1	3%	5%[38.3 µM]	1%	11%	9%	3%	-2%
O=C(CSc1nnc(Cc2cccs2)n1C1CCCCC1)N1CCCc2ccccc21	16%	39%[activator][38.3 µM]	5%	-12%	-23%	-2%	-4%
O=C(O)c1cnn(-c2ccccc2)c1-c1ccccc1	1%	11%[38.3 µM]	1%	18%	6%	5%	-5%
COc1ccc(S(=O)(=O)Nc2nc3c(s2)CCCC3)cc1	-38%[inhibitor]	-5%	-29%	-44%	nt	-22%	-1%
O=C(Cn1[nH]c(=O)c2ccccc2c1=O)Nc1ccc2c(c1)CCC2	1%	-3%[38.3 µM]	-1%	-3%	?	4%	1%

(next part)
canonical_smiles	SMN2 splice up	IMPase Li cell	HTT aggregate	HTT ATP protect	Lamin A splicing	CBFb RUNX1 block	Luc counter
CCCCCCCNc1nc(Cl)nc(NCCO)n1	-28%	10%	nt	nt	nt	1%	-2%
CCOC(=O)CCc1c(C)c(C#N)c2nc3ccccc3n2c1-n1ccnc1C	-12%	1%[38.3 µM]	13%	-10%	4%	-2%	9%
Cc1cc(C(=O)CSc2nc3ccccc3c(=O)[nH]2)c(C)n1CC1CCCO1 (stereo not given)	-53%[inhibitor]	22%	?	-143%[inhibitor]	-25%[46 µM]	-12%	-2%
C=CCN=C1S/C(=C/c2cccc([N+](=O)[O-])c2)C(=O)N1CC=C	nt	nt	-11%[9.22 µM]	-5%[10 µM]	nt	7%	nt
N/C(Cc1ccccc1)=N\OC(=O)c1cccc2ccccc12	29%	-8%	12%	nt	14%	?	-6%
COC(=O)[C@H](Cc1ccccc1)NC(=O)NCc1cccs1	14%	7%[38.3 µM]	1%	16%	-1%	12%	-6%
Cc1ccc(N=Nc2c(N)[nH]n3c(=O)c4c(nc23)CCCC4)cc1	-4%	-10%[38.3 µM]	-19%	-3%	-9%	2%	-3%
CSc1nc(N(C)C)c2ccccc2n1	-37%[inhibitor]	-18%	?	-29%	nt	-7%	-3%

Looked up by compound from above, 2 records:
canonical_smiles	SMN2 splice up	IMPase Li cell	HTT aggregate	HTT ATP protect	Lamin A splicing	CBFb RUNX1 block	Luc counter
CCCN(CC1CC1)C(=S)NC(=O)c1ccc(S(=O)(=O)N2CCOCC2)cc1	-4%	14%	-16%	-22%	?	4%	-1%
O=C(COc1ccc(/C=N/NC(=O)c2cc3ccccc3o2)cc1Cl)Nc1ccccc1	-50%[inhibitor]	2%	-9%	-11%[10 µM]	-2%	6%	5%
